# GPR151 ag: human GPR151 activation; Q8TDV0; PathHunter beta-arrestin GPR151 cells, luminescence; AID 1508602; hit rate 1% among 650,000; activation, % at 11.2 µM; in the data active means activation above about 4.9%;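 further: 0% = median of compound wells and 100% = cells with positive control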
# Target sequence (Q8TDV0 whole entry, looked up): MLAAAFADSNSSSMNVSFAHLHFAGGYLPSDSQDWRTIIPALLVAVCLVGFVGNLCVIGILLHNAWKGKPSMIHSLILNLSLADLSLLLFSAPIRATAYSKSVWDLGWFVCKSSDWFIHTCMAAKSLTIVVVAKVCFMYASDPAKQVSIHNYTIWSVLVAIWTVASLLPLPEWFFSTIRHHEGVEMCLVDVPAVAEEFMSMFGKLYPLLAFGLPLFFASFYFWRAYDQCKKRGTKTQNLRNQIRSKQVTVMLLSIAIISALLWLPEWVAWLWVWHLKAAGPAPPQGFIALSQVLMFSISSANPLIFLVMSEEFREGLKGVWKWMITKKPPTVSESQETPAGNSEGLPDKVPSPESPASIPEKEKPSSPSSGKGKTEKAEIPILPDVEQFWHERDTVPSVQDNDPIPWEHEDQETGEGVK
# MITF inh: blocks human microphthalmia-associated transcription factor. O75030. AlphaScreen MITF homodimerization, bead proximity signal. inhibition, % at 2.6 µM. hit rate 0.91% among 650,000; in the data active means inhibition above about 50%;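 further: 0% = vehicle wells with protein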
# Target sequence (O75030 whole entry, looked up): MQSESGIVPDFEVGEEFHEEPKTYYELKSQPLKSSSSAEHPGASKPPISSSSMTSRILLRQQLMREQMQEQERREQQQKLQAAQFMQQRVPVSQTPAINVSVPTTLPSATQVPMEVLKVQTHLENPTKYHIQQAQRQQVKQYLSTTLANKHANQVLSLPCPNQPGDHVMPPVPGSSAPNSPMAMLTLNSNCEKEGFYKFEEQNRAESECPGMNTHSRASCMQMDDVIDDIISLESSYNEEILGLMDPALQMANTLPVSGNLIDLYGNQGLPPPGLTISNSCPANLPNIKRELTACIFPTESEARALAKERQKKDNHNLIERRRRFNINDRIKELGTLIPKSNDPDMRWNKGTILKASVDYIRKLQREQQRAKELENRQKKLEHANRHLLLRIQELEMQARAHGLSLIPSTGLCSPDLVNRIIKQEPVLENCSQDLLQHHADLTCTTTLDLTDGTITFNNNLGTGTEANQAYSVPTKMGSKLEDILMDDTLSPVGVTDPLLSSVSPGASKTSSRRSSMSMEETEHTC
# TEAD-YAP block: TEAD-YAP interaction inhibition; inhibition, % at 9.12 µM; AID 1259422; hit rate 1.4% among 640,000; HEK-TIYL cells, TEAD-Gal4/YAP UAS-luciferase luminescence; in the data active means inhibition above about 32%;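 further: 0% = median of test compound wells and 100% = reference inhibitor wells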
# FBW7 activator: human FBW7 E3 ligase activation, primary screen; normalized activity (activation), % at 26.1 µM; hit rate 0.13% among 650,000; Q969H0; AlphaScreen FBW7–phospho-cyclin E peptide binding, activator screen; AID 1259310; in the data active means normalized activity above about 1.9%;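 further: purified mutant Fbw7 with reduced substrate affinity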
# An asterisk follows results filed as active; & = joins results of further samples.
SMILES,GPR151 ag,MITF inh,TEAD-YAP block,FBW7 activator
CCOC(=O)c1c(NC(=O)CN(C)Cc2ccccc2)sc2c1CC(C)(C)NC2(C)C,1.1,65*,8,-0.5
COc1ccccc1CC(NC(C)=O)C(=O)NC1CCN(C(=O)c2ccc(C)cc2)CC1 (stereo not given),1.1,-2,-1,-0.1
COC(=O)c1c(NC(=O)COc2ccccc2C)sc2c1CCC(C)C2 (stereo not given),0.6,-11,5,0.2
COc1cc(OC)c(NC(=O)c2coc(=O)c3ccccc23)cc1Cl,0.5,-1,-2,0.3
CCOC(=O)c1ccc2c(c1)NC(=O)CO2,-0.7,7,-41,-0.2
CCOc1cc(/C=C2/SC(=Nc3ccc(C)cc3)NC2=O)ccc1OCc1ccccc1C#N,-0.3,13,10,0.1
O=C1CSC(=S)N1Cc1cccnc1,-1.3,7,14,-0.1
COc1ccc(C2(CCNCc3ccc(OC)c(OC)c3)CCOC(C)(C)C2)cc1 (stereo not given),1.5,3,6,-0.1
CSCCOC(=O)C1=C(C)NC(=O)CC1c1ccccc1F (stereo not given),0.2,25,3,0.1
Cc1cccc(C(=O)NNC(=O)/C=C/c2ccccc2Cl)c1,-0.3,8,7,-0.1
CCOC(=O)C(=O)N1c2ccccc2C(C)(c2ccccc2)CC1(C)C (stereo not given),-0.5,2,5,-0.1
COc1cccc(CN(C)C(=O)CSc2nnc(N)s2)c1,-0.2,-9,7,0.1
CCCC(=O)C1=C(c2ccc(C)cc2)N(C(=O)CCC)n2c(C)nnc2S1,-0.8,8,-35,-0.8
Cc1ccc(Cl)cc1NC(=O)CCc1c(C)nn(-c2nc(C)c(C)c(=O)[nH]2)c1C,-1.6,2,-4,-0.3
CCOc1ccc(CN2CCNC(=O)C2CC(=O)N2CCN(C3CCCC3)C(=O)C2)cc1 (stereo not given),1.8,8,13,0.5
COc1ccc(CCNC(=O)CSc2nc(N)cc(N)n2)cc1,0.2,8,0,0.8
O=C(NCCCN1CCN(C2CCCCC2)CC1)Nc1cccc2ccccc12,0.4,-1,7,0.0
Cc1ccc(-c2noc(CNC(=O)c3ccc4c(c3)OCO4)n2)cc1,-0.3,-2,-3,-0.1
Cn1c(CC(=O)NNC(=O)CCCc2c[nH]c3ccccc23)nc2ccccc21,-1.2,-6,2,-0.3
CCCOC(=O)c1ccc(NC(=O)c2cc(OC)c(OC)c(OC)c2)cc1,0.9,-6,-1,0.1
Oc1ccccc1C(C#Cc1ccccc1)N1CCCCC1 (stereo not given),1.8,-12,-23,0.1
O=C1N[C@@H](Cc2cnc[nH]2)C(=O)N2CCN(C(=O)c3ccc(Cl)cc3)C[C@H]12,-0.9,-17,-3,-0.2
CCc1ccc(-c2ncnn2-c2ccc(Cl)cc2)cc1,0.0,11,-8,0.9
c1ccc2c(OCCN3CCOCC3)cccc2c1,0.0,25,-3,-0.1
Cc1cccc(NC(=O)CCc2nnc3ccc(N4CCN(C)CC4)nn23)n1,0.0,-1,-5,0.0

# Continuation.
SMILES,GPR151 ag,MITF inh,TEAD-YAP block,FBW7 activator
CC(O)c1cccc(NC(=O)c2cc3n(n2)C(C(F)(F)F)CC(c2ccc(Cl)cc2)N3)c1 (stereo not given),1.9,-6,-9,0.0
COC(=O)C1=CN(Cc2ccc(Cl)cc2)C=C(C(=O)OC)C1c1ccc(C(F)(F)F)cc1,-0.5,-1,-3,0.0
COc1cccc(OC)c1C(=O)Nc1ccc2c(c1)C(=O)N(C)C2=O,1.0,14,2,-0.1
CCOc1ccccc1N1CCN(Cc2cc(OC)c(O)c([N+](=O)[O-])c2)CC1,-0.2,55*,9,-0.2
O=C1C2C3C=CC(C3)C2C(=O)N1c1ccc(-c2cnc(-c3ccc(N4C(=O)C5C6C=CC(C6)C5C4=O)cc3)nc2)cc1 (stereo not given),1.7,-5,11,-0.3
Cc1ccccc1C(=O)Nc1ccc(O)c(-c2nc3ccccc3o2)c1,-0.1,2,-2,0.1
COc1ccc(/C=C/C(=O)N2CCC(C)CC2)cc1,0.6,-3,-62,0.1
COc1ccc(-c2[nH]nc3c2C(c2ccc(C(F)(F)F)cc2)C(C#N)=C(N)O3)cc1OC (stereo not given),0.5,-8,-4,-0.2
COc1cc(/C=C2\SC(N)=NC2=O)cc(OC)c1OC,0.4,3,0,-0.2
O=C(O)c1cc(C2COc3ccccc3O2)nc2ccc(-c3cn[nH]c3)cc12 (stereo not given),13*,21,4,0.0
C=CCSCC(=O)Nc1ccc(S(=O)(=O)N2CCOCC2)cc1OC,1.1,-10,4,-0.1
Cc1ccc(-n2nnc3c(=O)n(CC(=O)NC4CCCCC4)cnc32)cc1,-0.2,-1,3,0.3
COc1ccc(C(C)=O)cc1CN1C(=O)NC(CC(C)C)C1=O (stereo not given),1.1,0,3,0.1
Cc1cc(C)n2nc(SCC(=O)N3CCOCC3)nc2n1,-1.0,1,-6,-0.6
COc1cccc(CC(=O)NC(C)c2nc(-c3cccnc3)n[nH]2)c1 (stereo not given),0.5,7,4,0.0
OCc1cnnn1-c1ccc(Nc2nccc(-c3cccc(N4CCOCC4)c3)n2)cc1,1.1,18,9,-0.1
CN(C(=O)c1ccc(Cl)c([N+](=O)[O-])c1)c1ccccc1,-0.5,-2,-11,0.0
C[C@H](O)[C@H]1NC(=O)[C@@H]2C[C@H](NCc3cccc(F)c3)CN2C1=O,4.6,1,15,0.0
O=c1ccn2c(SCc3ccc(Br)cc3)nnc2[nH]1,-1.1,0,10,-0.1
COc1ccc(Nc2ccn3ncc(-c4cccc(NS(C)(=O)=O)c4)c3n2)cn1,-0.4,24,2,0.2
CCOC(=O)c1c(NC(=O)COc2ccc(F)cc2)sc(C(C)=O)c1C,0.4,-2,-12,-0.2
COC(=O)c1c2c(c[n+](C)c1C)COC(C)OC2 (stereo not given),0.8,-6,5,0.0
C/C(=C/c1ccccc1)C(=O)Nc1ccc2nc(N3CCOCC3)cc(C)c2c1,1.5,-2,-7,-0.1
CC1=C(C(=O)OCCc2ccccc2)C(c2ccccc2OC(C)C)CC(=O)N1 (stereo not given),0.9,0,13,-0.1
COc1ccc(CC2(CCC(=O)N3CCCCC3)CCC(=O)N2)cc1 (stereo not given),-1.2,-14,-1,-0.1

# Some entries already given with just TEAD-YAP block, GPR151 ag and MITF inh.
smiles,TEAD-YAP block,GPR151 ag,MITF inh
CN(C(=O)c1ccc(Cl)c([N+](=O)[O-])c1)c1ccccc1,-11,-0.5,-2
C[C@H](O)[C@H]1NC(=O)[C@@H]2C[C@H](NCc3cccc(F)c3)CN2C1=O,15,4.6,1
O=c1ccn2c(SCc3ccc(Br)cc3)nnc2[nH]1,10,-1.1,0
COc1ccc(Nc2ccn3ncc(-c4cccc(NS(C)(=O)=O)c4)c3n2)cn1,2,-0.4,24
CCOC(=O)c1c(NC(=O)COc2ccc(F)cc2)sc(C(C)=O)c1C,-12,0.4,-2
COC(=O)c1c2c(c[n+](C)c1C)COC(C)OC2 (stereo not given),5,0.8,-6

# (next part)
SMILES,GPR151 ag,MITF inh,TEAD-YAP block,FBW7 activator
Cc1ccc(OCC(=O)Nc2ccc(N3CCN(C)CC3)cc2)cc1,-0.5,0,-13,-0.1
CCOC(=O)c1c(NC(=O)Cc2ccccc2)sc(C(=O)OC)c1C,-0.1,17,-1,0.3
O=C(OCC(=O)c1ccccc1Br)c1ccco1,0.2,-10,-4,0.2
Cc1ccc(OCC(=O)N/N=C/c2cccc([N+](=O)[O-])c2O)c([N+](=O)[O-])c1,-1.2,-4,-6,0.0
CCOC(=O)c1cnc(SCC(=O)OC)nc1N,0.0,7,-4,0.0
COc1ccccc1-c1cnc2[nH]c(=O)n([C@@H](C)c3ccccc3)c2n1,0.7,-3,-3,-0.7
CCCCCNC(CC(=O)Nc1cc(C)ccc1C)C(=O)O (stereo not given),-0.8,1,7,-0.1
CC(=O)c1cccc(-c2cccc(C(=O)NCCCN3CCCC3=O)c2)c1,-0.1,8,-3,0.2
COc1ccccc1N(CN1C(=O)c2ccc(Br)cc2C1=O)C(C)=O,1.3,-3,-17,0.0
COc1cccc(CN(C(=O)c2ccccc2F)C2CCS(=O)(=O)C2)c1 (stereo not given),2.0,5,-3,0.6
O=C(Nc1nnc(C(F)(F)F)s1)c1c(Cl)cccc1Cl,-1.3,12,11,0.1
CCCC(=O)NC(Nc1ccc(Cl)cc1C(F)(F)F)(C(=O)OCC)C(F)(F)F (stereo not given),2.6,0,4,0.0
COc1ccccc1CC(=O)N1CCN(c2ccccc2F)CC1,-0.9,10,7,0.1
CCOC(=O)C1=C(O)/C(=C/c2cc(C)n(-c3ccc(C)cc3C)c2C)N=C1C,2.3,0,-5,-0.1
COC(=O)c1ccccc1NC(=O)C(=O)N1CCCC1,1.9,13,0,-0.3
COc1ccc(CN(C)CCc2ccccn2)c(OC)c1,-1.4,77*,2,0.1
CS(=O)(=O)N1CCC(C(=O)NCCn2nc(-c3cccs3)oc2=O)CC1,0.8,-4,4,0.3
CC(C)c1ccc2oc(-c3ccc(NC(=O)c4ccccc4Cl)cc3)nc2c1,1.5,3,-15,-0.1
COc1ccc(NC(=O)CSc2nnc(-c3ccncc3)o2)cc1,-0.7,6,2,-0.1
Nn1cc(-c2ccccc2)nc1SCC(=O)NCC1CCCO1 (stereo not given),0.1,2,-9,-0.2
COc1ccc(N2C(=O)C3C4CCC(C4)C3C2=O)c(OC)c1 (stereo not given),0.5,-11,-2,0.0
COc1ccc(-c2noc(CN(C)CC3COCCO3)n2)cc1 (stereo not given),0.8,3,-12,0.1
Cn1c(=O)[nH]c(=O)c2c1nc(Br)n2Cc1ccc(F)cc1,0.3,4,-34,-0.1
O=C(O)CS(=O)CC(=O)Nc1ccc2c(c1)OCO2 (stereo not given),-0.1,-8,-6,0.0
COC(=O)C1=C(C)NC(C)=C(C(=O)OC)C1c1ccccc1F,0.2&0.8,-3&11,4&14,0.0&0.1

# Additional records
SMILES,GPR151 ag,MITF inh,TEAD-YAP block,FBW7 activator
Cc1c(C(=O)N2CCCc3ccccc32)sc2ncn(CC(=O)N3CCCCC3C)c(=O)c12 (stereo not given),1.7,2,14,-0.1
O=C(Cc1cccc2ccccc12)N1CCN(c2ccc3nncn3n2)CC1,0.2,-18,-2,-0.1
COc1cccc(NC(=O)CN(Cc2ccccc2)S(=O)(=O)c2ccc(Cl)cc2)c1,1.4,5,5,0.2
CCCCN1C(=O)C(=O)N(Cc2cc(=O)oc3cc(C)ccc23)C1=O,-0.7,12,-20,0.1
O=C(CN1Cc2ccccc2OC(c2ccsc2)C1)N1CCCCC1c1nccs1 (stereo not given),-0.9,3,-5,-0.1
Cc1cc(C)c(CN2CCN(Cc3ccc(C)o3)C(CCO)C2)c(-n2cccn2)c1 (stereo not given),-0.2,15,3,0.1
CC1(C)c2ssc(=S)c2-c2ccccc2N1C(=O)CN1C(=O)CCC1=O,2.8,-8,7,0.0
CCN1CCCC1CNC(=O)c1cccc2c1SCCC2=O (stereo not given),1.8,4,4,0.5
CCOCCCNC(=O)c1ccc([N+](=O)[O-])cc1,-0.9,2,-5,0.3
COc1cc(-c2cnc3c(NCCc4ccncc4)nccn23)cc(OC)c1OC,-0.8,18,5,0.2
CC(C)C[C@H]1C(=O)N2CCN(C(=O)Oc3cccc4ccccc34)C[C@@H]2C(=O)N1C,-0.8,14,-1,0.0
CN(C)CCNc1cc(-c2ccccn2)nc(-c2ccccc2)n1,1.1,-11,-5,-0.1
O=C(N/N=C/c1cc([N+](=O)[O-])ccc1Cl)c1cc(-c2ccccc2)n[nH]1,0.0,6,-6,0.0
CCOC(=O)c1sc(NC(=O)C(C)Sc2nnc(CNC(=O)c3ccco3)n2C2CCCCC2)c(C(=O)OCC)c1C (stereo not given),1.2,-17,-3,-0.2
Cc1cccc(-n2c(Cn3nc(C)c([N+](=O)[O-])c3C)n[nH]c2=S)c1,0.8,15,6,0.6
Cc1cc(=O)[nH]c2nn(-c3ccccc3)cc12,0.7,-3,-4,-0.3
COc1ccc(NC(=O)c2ccc(N3C(=O)C4CC=C(Cl)CC4C3=O)cc2)cc1 (stereo not given),0.7,-1,-11,0.4
CCOc1ccccc1NC(=O)N1CCCC1C(=O)Nc1ccc(-n2cnnn2)c(C)c1 (stereo not given),-0.3,3,4,0.0

# Whole records, looked up by structure. Order of screens: GPR151 ag, MITF inh, TEAD-YAP block, FBW7 activator
# O=C(N/N=C/c1cc([N+](=O)[O-])ccc1Cl)c1cc(-c2ccccc2)n[nH]1 is listed as 0.0, 6, -6, 0.0
# CCOC(=O)c1sc(NC(=O)C(C)Sc2nnc(CNC(=O)c3ccco3)n2C2CCCCC2)c(C(=O)OCC)c1C (stereo not given) is listed as 1.2, -17, -3, -0.2
# CCCC(=O)C1=C(c2ccc(C)cc2)N(C(=O)CCC)n2c(C)nnc2S1 is listed as -0.8, 8, -35, -0.8
